NR5A2 inv ag = NR5A2 inverse agonism in reporter assay; inhibition, % at 3.6 µM; HEK293T StAR-luciferase reporter, LRH-1 transfected, 24 h; O00482; actives 0.13% (n = 360,000);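 active = inhibition above the mean inhibition of all tested compounds plus 3 SD, cut at about 73% in these data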;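 also: 0% = DMSO wells and 100% = reporter-only cells lacking LRH-1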
NOD2 RIPK2 PPI = blocks binding of human NOD2 to RIPK2; O43353; CHO BLA complementation NOD2-RIPK2, CCF4 ratio; inhibition, % at 4.98 µM; actives 0.38% (n = 360,000); AID 624267; in the data active = inhibition above about 21%;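 also: 0% = vehicle only and 100% = reference blocker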
Target sequence (O43353 whole entry, looked up): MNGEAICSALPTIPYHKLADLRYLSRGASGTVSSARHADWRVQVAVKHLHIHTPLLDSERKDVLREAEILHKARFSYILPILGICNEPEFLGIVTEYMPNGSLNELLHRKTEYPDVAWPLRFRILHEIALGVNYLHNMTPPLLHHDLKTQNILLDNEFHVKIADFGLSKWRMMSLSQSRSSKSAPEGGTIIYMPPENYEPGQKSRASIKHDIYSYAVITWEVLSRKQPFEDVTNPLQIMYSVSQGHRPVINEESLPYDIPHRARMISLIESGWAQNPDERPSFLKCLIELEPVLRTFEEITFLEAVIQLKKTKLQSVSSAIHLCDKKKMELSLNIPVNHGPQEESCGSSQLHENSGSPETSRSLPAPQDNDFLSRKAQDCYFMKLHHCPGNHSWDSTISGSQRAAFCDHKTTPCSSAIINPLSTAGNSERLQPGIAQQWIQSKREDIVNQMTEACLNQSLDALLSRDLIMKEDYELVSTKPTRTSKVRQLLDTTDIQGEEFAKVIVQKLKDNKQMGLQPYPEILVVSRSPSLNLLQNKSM
NR2F2 inh = inhibitors of human COUP-TFII (NR2F2); inhibition, % at 8.6 µM; P24468; HEK293T NGFI-A luciferase reporter, luminescence; AID 686940; actives 0.7% (n = 370,000);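 active = inhibition above a per-plate cutoff, mean inhibition of test wells between control levels plus 3 SD, cut at about 38% in these data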;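 also: cells cotransfected with COUP-TFII expression vector driving the NGFI-A reporter; 0% = median of COUP-TF2 test wells and 100% = reporter-only cells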
Target sequence (P24468 whole entry, looked up): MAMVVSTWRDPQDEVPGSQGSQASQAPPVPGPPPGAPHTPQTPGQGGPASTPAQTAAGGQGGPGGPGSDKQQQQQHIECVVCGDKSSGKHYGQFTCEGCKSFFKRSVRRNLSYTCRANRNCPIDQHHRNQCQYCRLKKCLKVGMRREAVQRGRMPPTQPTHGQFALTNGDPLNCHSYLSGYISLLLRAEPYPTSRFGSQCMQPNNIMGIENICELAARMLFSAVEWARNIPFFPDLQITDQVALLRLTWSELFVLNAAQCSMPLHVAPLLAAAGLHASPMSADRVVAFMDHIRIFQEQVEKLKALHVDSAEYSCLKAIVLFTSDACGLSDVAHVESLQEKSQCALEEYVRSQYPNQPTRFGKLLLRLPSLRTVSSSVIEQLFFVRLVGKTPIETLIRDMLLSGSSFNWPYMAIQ
NCOA2 inhibitor = inhibits human steroid receptor coactivator 2 | HEK293 GAL4-SRC2 luciferase reporter, luminescence | inhibition, % at 9 µM | actives 0.17% (n = 370,000) | AID 651957;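 active = inhibition above the mean inhibition of all tested compounds plus 3 SD, set per campaign, cut at about 52% in these data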;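 also: 0% = DMSO treated cells and 100% = cells given Gossypol at 36 µM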
C8 TRAIL sens = caspase-8 TRAIL sensitization | NB7+C8 cells + TRAIL, ATPlite viability luminescence | inhibition (viability loss, TRAIL sensitization), % at 10 µM | actives 1% (n = 360,000);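 active = compounds causing at least 50% loss of cell viability in the single-dose screen, relative to plate controls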
TLR9-MyD88 block = TLR9-MyD88 interaction inhibition; actives 0.21% (n = 340,000); CHO BLA complementation TLR9-MyD88, CCF4 FRET ratio; inhibition, % at 4.98 µM; Q9NR96+Q99836;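 active = inhibition above the mean over all tested compounds plus 3 SD, cut at about 21% in these data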;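 also: 0% = DMSO only wells and 100% = clavulanate BLA inhibitor control wells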
NCOA3 inh = inhibits human SRC3 coactivator; HEK293 GAL4-SRC3 luciferase reporter, luminescence; actives 0.17% (n = 360,000); Q9Y6Q9; inhibition, % at 3.6 µM;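 active = inhibition above a per-campaign cutoff, the mean of all compounds plus 3 SD, cut at about 60% in these data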;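 also: 0% = DMSO-treated cells and 100% = gossypol-treated cells at 36 µM; higher means less SRC3-driven luciferase light from the GAL4 reporter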
SRC1 inh = human NCOA1 inhibition; actives 0.12% (n = 360,000); AID 588354; inhibition, % at 3.6 µM; Q15788; HEK293 GAL4-SRC1 luciferase reporter, luminescence;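 active = inhibition above the campaign mean plus 3 SD, with each screening campaign given its own cutoff, cut at about 60% in these data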;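 also: 0% = DMSO treated cells and 100% = gossypol at 36 µM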
EBV LMP1 NFkB = inhibitors of Epstein-Barr LMP1-induced NF-kappaB reporter. LMP1-induced NF-kappaB luciferase reporter cells, luminescence. inhibition, % at 12.5 µM. actives 0.69% (n = 350,000); in the data active = inhibition above about 41%;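 also: 0% = neutral control wells and 100% = reference inhibitor control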
TROY NFkB inh = blocks TROY-dependent signaling in reporter cells | Q293 LMP1-TROYcd NF-kB luciferase reporter, 4 h | inhibition, % at 10 µM | actives 0.98% (n = 360,000);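 active = compounds whose plate-normalised and pattern-corrected inhibition of the luciferase reporter signal at the single screening dose is 50% or more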
TWEAK Fn14 block = inhibitors of TWEAK-Fn14 interaction signaling. TWEAK-stimulated Fn14 reporter cells, luciferase luminescence, 8 h. actives 2% (n = 360,000). inhibition, % at 10 µM; in the data active = inhibition above about 50%
Numbers without * were called inactive; nt = no result given.

Fields – NCOA2 inhibitor	TWEAK Fn14 block	TROY NFkB inh	NR2F2 inh	NOD2 RIPK2 PPI	C8 TRAIL sens	EBV LMP1 NFkB	TLR9-MyD88 block	NCOA3 inh	NR5A2 inv ag	SRC1 inh
1	Cn1c(=O)c2cc(NC(=O)NCCc3ccccc3)ccc2n1Cc1ccccc1
    2.7	-19.9	-24.1	-8.0	-1.3	-12.5	nt	nt	-23.7	-3.3	-8.6
2	CCCc1nc(-c2cc3ccc(C)cc3[nH]c2=O)no1
    -15.3	-5.1	-26.6	-12.2	9.7	2.4	29.1	-2.2	-21.7	-14.1	-2.0
3	CCN(CC)C(=O)Oc1ccc(OC(=O)N(CC)CC)cc1
    -1.0	12.8	-4.8	5.3	-2.5	-1.2	-6.0	0.3	13.1	-24.8	-14.7
4	O=C(NC(=S)N(CCO)Cc1ccccc1)c1cc(Br)ccc1Cl
    -13.0	11.0	-38.9	6.8	-14.6	-3.7	-1.7	1.6	-21.7	16.4	9.2
5	O=C(CCSCc1ccccc1Cl)NC1CCCC1
    10.1	-15.7	-56.3	3.2	1.8	4.0	-15.6	-5.5	19.4	0.2	18.2
6	CCOc1ccc(C(=O)Nc2nnc(NC(=S)Nc3ccccc3)s2)cc1
    -30.9	-6.8	-20.1	-48.3	9.9	54.9*	-16.7	3.9	-47.6	-24.5	-143.2
7	Cc1cccc(NC(=O)c2cccc3c2-c2ccccc2C3=O)n1
    -10.7	-9.3	-0.5	4.8	-5.2	-3.2	-8.5	-0.1	-14.2	-9.7	-2.6
8	COC1=CCC2([N+](=O)[O-])CN(CCO)CC1([N+](=O)[O-])C2 (centres undefined)
    14.9	2.1	-2.0	1.3	-14.2	13.2	-2.0	3.8	21.7	-7.0	22.3
9	Cn1c(CN2CCCCC2)nc2cc(NC(=O)c3ccccc3Cl)ccc21
    20.6	51.7*	22.0	15.7	5.7	-3.9	7.0	-9.0	-6.7	3.1	12.1
10	O=C(O)C1CCCN1S(=O)(=O)c1ccc(Br)cc1 (centres undefined)
    1.7	0.6	-8.6	-6.8	-7.4	1.4	-8.3	1.1	8.8	16.9	21.8
11	COC(=O)[C@@H]1C[C@@H]2CC[C@@H](O)C[C@@H]2N1Cc1ccccc1OS(=O)(=O)c1ccc(C)cc1
    -11.7	-38.9	-6.0	20.7	1.6	12.0	-1.8	-8.3	-37.7	1.9	-5.1
12	COc1ccc(/C=C2\CCn3c2nc2cc(C(=O)O)ccc2c3=O)cc1OC
    6.1	-24.9	-16.0	2.3	-1.5	-5.5	4.5	-2.4	5.9	-8.6	0.2
13	Cc1nn(C)c(C)c1C1C(C#N)=C(N)OC2=C1C(=O)CCC2 (centres undefined)
    0.3	-3.6	-11.6	-9.1	-2.1	5.7	4.2	-1.8	-5.0	-4.8	1.4
14	COc1ccc(/C=C(/NC(=O)c2ccccc2)C(=O)NCc2ccco2)cc1
    -2.9	-10.6	6.7	-3.9	-2.2	-11.0	-0.8	-8.8	3.2	6.9	17.1
15	CSc1ccc(C#N)cc1NC(=O)c1ccc(Cl)nc1
    -3.7	8.8	-8.3	4.7	1.5	1.8	-0.3	1.8	-6.4	-20.7	-13.2
16	CC(C)OC(=O)Cn1c(-c2ccccc2)c(-c2ccccc2)nnc1=O
    -30.0	-18.1	-19.5	6.5	5.3	-2.9	-1.8	0.6	13.3	-11.9	1.6
17	C=C(C)CNC(=S)N=Nc1c(O)[nH]c2ccc([N+](=O)[O-])cc12
    -20.9	-5.4	7.0	-9.1	-9.2	-2.2	7.9	-7.6	3.8	23.5	-6.3
18	CC(=NNC(=S)N1CCCCCC1)c1ccccn1
    -49.5	1.4	-19.2	-0.9	2.2	5.0	91.7*	12.6	11.8	-15.7	-19.3
19	Cc1ccccc1NC(=O)C1CCCN(C(=O)NCc2ccccc2)C1 (centres undefined)
    -7.2	0.9	-8.7	16.8	-6.4	-4.4	4.6	-7.0	-14.7	4.0	7.0
20	CC1C(=O)N2CCCc3cc(S(=O)(=O)NCc4ccc(Cl)cc4)cc1c32 (centres undefined)
    15.0	5.5	-2.7	18.2	-5.5	-3.7	3.0	3.6	15.9	1.0	-3.8
21	CCN(Cc1cn2cccnc2n1)C1CCCCC1
    -1.6	1.6	-0.6	10.9	-1.9	-1.2	-14.3	-11.2	-5.0	5.5	7.3
22	COc1ccc(NC(=O)c2cccc(OC(F)F)c2)cc1Cl
    -59.9	-40.8	-47.1	-59.7	3.7	24.3	-1.7	-13.8	-94.9	-123.5	-104.0
23	Cc1cc(C)cc(NC(=S)NCc2ccc(S(N)(=O)=O)cc2)c1
    -5.2	-14.9	-13.1	7.8	-11.4	-11.2	-0.7	-7.6	11.7	-2.9	0.2
24	O=C1CCCC2=C1C(c1cn(-c3ccccc3)nc1-c1cccs1)c1c([nH]c(=O)[nH]c1=O)N2 (centres undefined)
    -8.0	1.1	-17.6	-2.1	-9.1	-5.1	-12.1	0.2	1.7	-4.9	19.8
25	Cc1cc2cc(CNC(=O)c3cccc([N+](=O)[O-])c3)ccc2n1C
    -17.9	-6.4	15.3	5.7	-9.9	-14.2	-5.1	7.8	-1.1	-17.8	-7.4
26	O=S(=O)(c1ccc(Cl)cc1)c1snnc1-c1ccccc1
    38.1	88.5*	49.1	-1.0	7.4	23.9	-2.7	-6.1	29.6	-3.0	14.3
27	O=C1c2cccc3cccc(c23)C(=O)N1CCN1CCN(C(=S)Nc2ccc(Cl)cc2)CC1
    -34.9	-28.9	-15.1	-1.5	-2.4	-11.4	-12.2	8.8	-12.6	-7.5	3.3
28	O=C(CCSC1=NCCCN1)c1ccc(F)cc1
    13.6	-1.0	10.2	-6.0	-3.8	-12.6	2.6	-1.7	-3.5	-6.8	-13.8
29	O=C(NCc1ccco1)C1CC(=O)N(c2ccc(Cl)cc2)C1 (centres undefined)
    -18.3	-10.4	11.4	-1.3	1.9	5.8	-4.4	-8.0	1.9	9.0	2.2
30	COc1cc(C(=O)N(Cc2cccc(Cl)c2)C2CCS(=O)(=O)C2)cc(OC)c1OC (centres undefined)
    -21.8	-4.1	11.2	-25.4	-2.5	9.9	10.1	3.7	8.4	4.3	-6.1
31	COCCCN(C(=O)CCSc1ccc(F)cc1)c1c(N)n(Cc2ccccc2)c(=O)[nH]c1=O
    -22.8	-2.5	3.3	-16.3	-4.5	-3.1	1.9	-11.2	3.3	-4.5	-0.8
32	COc1ccc(C)cc1NC(=O)CN1C(=O)CSc2ccc(S(=O)(=O)N3CCCC3)cc21
    -2.9	-15.4	-0.4	-1.1	2.3	-0.2	3.7	2.2	39.8	18.1	13.8
33	Nn1c(-c2ccco2)n[nH]c1=S
    -27.9	2.5	0.7	-7.9	-8.6	-11.6	-2.5	-1.9	4.2	17.9	10.8
34	CC(C)c1cc(O)c(-c2ccccc2)c(=O)n1-c1ccc(Cl)cc1
    -12.9	-1.5	14.8	9.1	-8.9	-5.8	19.5	-4.5	12.6	14.6	-17.0
35	Cc1cccc2cc(CN(CC3CCCO3)C(=S)NCc3ccco3)c(=O)[nH]c12 (centres undefined)
    -18.5	-11.0	2.8	-8.3	-3.0	-9.6	-4.1	-2.8	3.9	-8.9	1.4
36	Cc1ccc(OCC(=O)Nc2cc(NC(=O)COc3ccc(C)cc3)cc(C(=O)O)c2)cc1
    9.3	-3.1	-13.4	17.4	-2.8	10.0	1.1	0.3	-0.6	-14.5	-24.8
37	CC(C)c1ccc(/C=C/C(=O)NNC(=O)c2cccnc2)cc1
    1.2	-1.1	7.5	-2.0	-3.7	25.2	-5.7	-2.8	1.4	-6.5	-2.3
38	C=CCN(CC=C)S(=O)(=O)c1ccc(NC(=S)NC(=O)Cc2ccc(OC)cc2)cc1
    19.7	-11.6	-3.8	11.4	-1.9	22.1	-5.5	-4.5	-14.4	10.7	4.1
39	O=c1c2ccccc2nc(SCc2nnc(-c3ccccc3)o2)n1-c1ccccc1
    16.1	26.7	30.3	12.7	-4.0	-19.5	-16.6	-2.8	-23.7	2.6	6.0
40	O=C(NCc1ccncc1)/C(=C/c1cccc([N+](=O)[O-])c1)NC(=O)c1ccccc1
    -17.3	-9.2	7.4	-1.5	2.0	-17.1	3.7	-5.2	29.6	1.9	-10.1
41	O=C(Nc1ccccc1)N1CCn2c(nc3ccccc32)C1
    -1.2	-3.7	-25.1	1.2	-13.9	-14.6	3.5	6.0	-5.1	-15.5	-8.3
42	COc1cccc(OCC(=O)Nc2c3c(nn2-c2ccccc2)CS(=O)(=O)C3)c1
    -15.3	-4.2	6.4	4.3	-8.1	-7.6	4.3	1.7	-17.4	-2.9	-1.3
43	COC(=O)c1ccc2c(c1)NC(=O)C(N(CC(C)C)CC(C)C)S2 (centres undefined)
    21.5	-7.9	4.5	-7.0	-6.7	-2.3	1.3	5.0	2.3	-7.8	-9.1
44	CCN(C(=O)COC(=O)c1cc(C)n(-c2ccc(F)cc2)c1C)C1CCS(=O)(=O)C1 (centres undefined)
    11.5	-26.6	10.0	3.3	6.2	-8.0	2.3	3.8	4.1	-8.8	-12.6
45	Cc1ccc(C23CC4CC(CC(C(=O)NC(C)C(=O)O)(C4)C2)C3)cc1 (centres undefined)
    -38.1	-2.3	2.7	6.7	-14.3	-18.3	3.3	-7.6	-8.1	1.5	-31.0
46	COCCCNC(=O)CSc1nc2cc(S(=O)(=O)N3CCCCC3)ccc2o1
    -10.7	-8.8	17.5	-11.5	-3.3	-5.2	-14.2	5.6	-10.2	19.6	4.2
47	CC(=O)Nc1cccc(-c2ccnc3c2CC(C)(C(=O)Nc2cccc(Oc4ccccc4)c2)O3)c1 (centres undefined)
    -15.8	25.3	36.2	-19.3	-19.7	14.1	nt	nt	9.0	-8.9	14.6
48	COc1ccc(S(=O)(=O)N2CCOCC2)cc1C(=O)NCc1c(C)nn(Cc2ccccc2)c1C
    4.6	1.9	7.5	4.2	2.8	-0.5	-8.2	-2.8	11.5	-1.0	-6.2
49	COc1cccc(-c2cc3nc(NCCOc4ccccc4Cl)n(C)c(=O)c3s2)c1
    2.4	15.1	3.5	14.5	-3.3	-1.0	nt	nt	-14.3	-17.4	-2.9
50	Cc1ccc(N(C(=O)c2ccco2)C2C=CS(=O)(=O)C2)cc1 (centres undefined)
    0.7	-16.4	7.8	-5.0	6.3	8.2	-9.5	-3.1	16.4	6.1	-13.9
51	CCCCn1nc(C(=O)O)ccc1=O
    -14.0	-8.2	5.3	5.3	-7.3	-6.3	-1.0	-3.3	-3.1	-21.2	-10.7
52	Cc1ccc2c(C)c(C(=O)N3CCCC(C(N)=O)C3)oc2c1C (centres undefined)
    -25.8	-22.0	-28.9	-8.5	5.6	-10.0	-15.7	-5.8	-9.2	-23.6	-46.5

TWEAK Fn14 block, what is marked active above
| entry | molecule | NCOA2 inhibitor | TWEAK Fn14 block | NR2F2 inh | NOD2 RIPK2 PPI | EBV LMP1 NFkB | TLR9-MyD88 block | NCOA3 inh | NR5A2 inv ag | SRC1 inh |
| --- | --- | --- | --- | --- | --- | --- | --- | --- | --- | --- |
| 9 | Cn1c(CN2CCCCC2)nc2cc(NC(=O)c3ccccc3Cl)ccc21 | 20.6 | 51.7* | 15.7 | 5.7 | 7.0 | -9.0 | -6.7 | 3.1 | 12.1 |
| 26 | O=S(=O)(c1ccc(Cl)cc1)c1snnc1-c1ccccc1 | 38.1 | 88.5* | -1.0 | 7.4 | -2.7 | -6.1 | 29.6 | -3.0 | 14.3 |

High-throughput results: PubChem, several laboratories

Some of the compounds tested; rates above refer to the full screens.
